# Bioassay records: PubChem, several laboratories
# FAS-TE inh – FAS thioesterase (human) inhibition | inhibition, % at 15 µM | recombinant FAS-TE, OMFH fluorogenic substrate, fluorescence endpoint | actives 0.67% (n = 360,000);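 active means compounds whose normalised, plate-corrected inhibition of enzyme fluorescence in the single-dose primary screen is 50% or more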;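 further: 0% = DMSO with enzyme and 100% = substrate without enzyme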
# E coli Lon inh – inhibitors of E. coli Lon protease; P0A9M0; purified E. coli Lon protease, fluorescence polarization; inhibition, % at 7.94 µM; actives 0.42% (n = 360,000); in the data active means inhibition above about 13%, passing the limit was not always enough;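 further: 0% = enzyme with probe and DMSO and 100% = no enzyme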
# MsrA act – bovine methionine sulfoxide reductase A activation; activation, % at 10.6 µM; AID 602163; purified bovine MsrA, absorbance read-out; actives 0.3% (n = 360,000); in the data active means activation above about 7.5%;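 further: 0% = vehicle and 100% = reference activator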
# CSN inh – inhibitors of human CSN-mediated cullin deneddylation | Purified CSN, SCF-Nedd8-OG deneddylation, fluorescence polarization | AID 651999 | actives 0.38% (n = 360,000) | inhibition, % at 12.5 µM;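 active means pattern-corrected inhibition above about 35%, with an unprinted fluorescence ratio check between 0.5 and 1.5, limit read from the data, passing the limit was not always enough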;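 further: 0% = enzyme with substrate and 100% = substrate without enzyme; some results filed as inactive read as strong as hits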
# Target sequence (Q92905 whole entry, looked up, one chain of several): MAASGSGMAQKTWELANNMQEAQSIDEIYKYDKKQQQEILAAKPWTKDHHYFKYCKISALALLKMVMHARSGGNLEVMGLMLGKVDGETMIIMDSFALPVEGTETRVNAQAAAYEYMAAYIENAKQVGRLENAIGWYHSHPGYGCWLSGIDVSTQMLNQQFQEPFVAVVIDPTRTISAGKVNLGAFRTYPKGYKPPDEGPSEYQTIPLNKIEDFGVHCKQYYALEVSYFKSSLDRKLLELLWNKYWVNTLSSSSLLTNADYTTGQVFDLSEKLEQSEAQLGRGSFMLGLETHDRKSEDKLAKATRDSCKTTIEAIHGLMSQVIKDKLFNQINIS
#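 Detection – fluorescence polarization · System – HEK293T-derived human Csn5 enzyme · Controls – substrate-only high control, full reaction low control · Timing – 90 min, room temperature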
# MsrA inh – inhibitors of bovine MsrA; actives 0.75% (n = 360,000); purified bovine MsrA, absorbance read-out; inhibition, % at 15.5 µM; in the data active means inhibition above about 4.5%;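 further: 0% = vehicle wells with enzyme and 100% = reference inhibitor wells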
# Rin1 Abl inh – blocks binding of human Rin1 to Abl | actives 0.4% (n = 360,000) | inhibition, % at 7.35 µM | AID 588664 | TR-FRET Rin1/Abl binding, biochemical; in the data active means inhibition above about 5%, passing the limit was not always enough
# MT1-MMP act inh – MT1-MMP (human) activation inhibition. GFP/RFP ratio change, % at 20 µM. HT1080 RFP-PRO-GFP cells, GFP/RFP ratio fluorescence, overnight; percent of plate control window, DMSO zero. actives 0.061% (n = 360,000). P50281;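 active means GFP/RFP ratio change of at least 30% with cell ATP level not reduced by more than half and red fluorescence within 50% of control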; further: strong numbers were not always called active
#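 Assay system – RFP-PRO-GFP reporter HT1080 cells · Compound dosing – single dose of 20 µM compound, 1% DMSO final · Incubation – overnight compound exposure at 37 °C · Measure – GFP/RFP fluorescence ratio · Benchmarks – DMSO wells and RFP-L50D-GFP cells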
# Rpn11 block – inhibitors of human proteasome Rpn11; O00487; human 26S proteasome, Ub4-pepOG fluorescence polarization; 20S core pre-blocked with epoxomicin; calls only at 20 µM; actives 0.59% (n = 360,000);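 active means inhibition at 20 µM, scaled to each plate's controls, above about 33%, limit read from the data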
# MLLE-PAM2 inh – blocks PAM2 peptide binding to the PABP1 MLLE domain. actives 0.36% (n = 360,000). GST-MLLE / FITC-PAM2 fluorescence polarization. inhibition, % at 20 µM. P11940; in the data active means inhibition above about 35%, passing the limit was not always enough;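 further: plate controls were DMSO wells with GST-MLLE for no effect and wells lacking GST-MLLE protein for full effect; some results filed as inactive read as strong as hits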
# Target sequence (P11940 whole entry, looked up, the tested form may be a part): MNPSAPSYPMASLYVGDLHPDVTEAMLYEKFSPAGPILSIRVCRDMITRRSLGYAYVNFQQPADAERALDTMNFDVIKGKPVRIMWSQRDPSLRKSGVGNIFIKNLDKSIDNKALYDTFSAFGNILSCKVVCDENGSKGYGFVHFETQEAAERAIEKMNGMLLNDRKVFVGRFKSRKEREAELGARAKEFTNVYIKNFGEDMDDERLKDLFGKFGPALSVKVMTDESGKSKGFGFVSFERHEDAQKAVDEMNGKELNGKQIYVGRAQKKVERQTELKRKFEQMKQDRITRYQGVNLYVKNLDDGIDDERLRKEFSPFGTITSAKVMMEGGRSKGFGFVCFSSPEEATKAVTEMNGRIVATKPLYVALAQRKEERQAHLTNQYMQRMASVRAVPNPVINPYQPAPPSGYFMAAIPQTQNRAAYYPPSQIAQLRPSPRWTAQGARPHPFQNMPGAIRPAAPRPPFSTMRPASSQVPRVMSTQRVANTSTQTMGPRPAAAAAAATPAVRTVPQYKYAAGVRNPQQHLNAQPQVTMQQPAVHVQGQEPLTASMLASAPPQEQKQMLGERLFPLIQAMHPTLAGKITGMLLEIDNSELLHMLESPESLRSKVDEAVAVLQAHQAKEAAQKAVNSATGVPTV
# * hit, by the source's call; i = inactive; x = not tested or not shown; + = active, no number.
# Values in the order – FAS-TE inh	E coli Lon inh	MsrA act	CSN inh	MsrA inh	Rin1 Abl inh	MT1-MMP act inh	Rpn11 block	MLLE-PAM2 inh
- C=CCN(CC=C)c1ccc(N2C(=O)C3CCCCC3C2=O)cc1[N+](=O)[O-] (configuration not stated)
    18	-7	-2	3	-0.9	-2	-7	i	1
- COC1CCN(C(=O)c2ccc3oc(C(C)C)nc3c2)CC1
    -6	-2	-3	2	-0.2	-1	0	i	-11
- COC(=O)c1ccc2c(=O)n(CCN3CCOCC3)c(SCC(=O)NCc3ccccc3)nc2c1
    -1	-5	-3	-3	0.0	2	-2	i	23
- CCCCn1c(N)c(N(CCOC)C(=O)c2cc3c(s2)CCC(C)C3)c(=O)[nH]c1=O (configuration not stated)
    2	-14	-1	4	-1.5	-3	0	i	-68
- CN1CCN(c2ccc(NC(=O)COc3ccccc3[N+](=O)[O-])cc2)CC1
    -5	5	-5	-3	0.9	-2	1	i	4
- Cc1cc(Cl)ccc1NC(=O)CCN1C(=O)C2CCCCC2C1=O (configuration not stated)
    -5	2	-2	0	0.5	1	0	i	-2
- O=C(OCC1COc2ccccc2O1)c1c(F)cccc1F (configuration not stated)
    18	-4	-1	-1	-1.5	-3	2	i	5
- CC(C)NC(=O)CN(C(=O)CCC(=O)Nc1ccccn1)c1ccc(F)c(Cl)c1
    -4	-2	-4	7	0.9	1	2	i	-5
- O=c1[nH]c(CCl)nc2cc(-c3ccc(Cl)cc3)sc12
    2	0	-2	5	0.8	-4	3	i	-12
- CCOC(=O)N1CCC(=NNC(=O)Cn2ccc(C(F)(F)F)n2)CC1
    -3	-3	-2	6	-0.6	4	1	i	-2
- Cc1cccc(OCC2Cn3c(nc4c3c(=O)[nH]c(=O)n4C)O2)c1 (configuration not stated)
    -7	-1	-2	2	-1.1	1	-7	i	3
- Cc1cc(C(=O)N2CC=C(c3ccccc3)CC2)c2ccccc2n1
    -2	0	-2	-3	0.6	-4	-7	i	-1
- COC(=O)C1=CN(Cc2ccc(F)cc2)C=C(C(=O)OC)C1c1ccc(O)c(OC)c1
    2	-2	1	-3	0.6	1	0	i	10
- COc1cccc(C(=O)Nc2cc(OC)ccc2NC(=O)c2ccco2)c1
    -2	6	-3	-3	-0.8	1	-4	i	3
- CCOC(=O)c1sc(NCC2CCCO2)nc1C (configuration not stated)
    -5	-3	-6	3	0.3	0	4	i	8
- CCc1ccc(NC(=O)CCc2nc3sc4c(c3c(=O)[nH]2)CCCC4)cc1
    1	-31	-2	2	-0.1	-4	-7	+	-40
- CC(C)CN(CC(C)C)c1nc(N)c(C#N)c(CC#N)c1C#N
    13	2	1	2	1.1	-1	-5	i	-4
- CC(C)Cc1cc(C(=O)N2CCC(N3CCC(C(=O)N4CCCC4)CC3)CC2)n[nH]1
    -5	-5	-3	-1	-0.1	0	-3	i	-8
- O=C(CSc1ncnc2c1nnn2Cc1ccc(F)cc1)NCC1CCCO1 (configuration not stated)
    7	-11	-6	-2	0.0	0	4	i	30
- Cc1ccc(S(=O)(=O)NC2CCCCC2)cc1
    -2	-1	1	-3	0.7	1	0	i	-11
- CCc1cccc(NC(=S)Nc2cccc3ccccc23)c1
    11	0	-3	21	-0.3	-4	2	i	23
- O=C(NC(CO)Cc1ccc([N+](=O)[O-])cc1)C(Cl)Cl (configuration not stated)
    -5	-2	-7	1	x	0	4	i	4
- COCCCn1c(=O)/c(=C/c2ccccc2OC(C)C)s/c1=C(\C#N)C(=O)Nc1ccc(C(=O)O)cc1
    6	-6	-3	-75	0.4	-4	-45	x	-64
- CCC(CC)C(=O)NCCc1ccc(OC)cc1
    -2	1	-14	3	0.7	-1	0	i	-8
- O=C(COc1ccccc1N1C(=O)C2C3C=CC(C3)C2C1=O)c1ccccc1 (configuration not stated)
    -2	0	3	5	-0.8	-1	0	i	-7
- Cc1ccc(S(=O)(=O)N(C)C)cc1NC(=O)Cn1c(CN2CCOCC2)nc2ccccc2c1=O
    -3	-13	0	1	-1.5	2	1	i	-32
- COc1cc(NC(=O)c2ccco2)c(C(=O)O)cc1OC
    -6	5	-2	0	1.5	-4	15	i	12
- Cc1nc(NC(=O)CSC2=NCCS2)sc1C(=O)N(C)C
    -6	-11	2	4	-0.5	3	-6	i	18
- CNC(=O)NC(=O)Cn1cnc2sc(-c3ccccc3)cc2c1=O
    0	1	-5	0	-0.1	-4	-1	i	4
- Cc1ccc(NC(=O)NCC2CC2(Cl)Cl)cc1 (configuration not stated)
    2	3	-1	0	-0.3	1	-7	i	-18

# Other records
# Values in the order – FAS-TE inh	E coli Lon inh	MsrA act	CSN inh	MsrA inh	Rin1 Abl inh	MT1-MMP act inh	Rpn11 block	MLLE-PAM2 inh
- CC(C)[C@H](NC(=O)C1CCC(CNC(=O)[C@@H]2CCCN2C(=O)OC(C)(C)C)CC1)C(=O)O (some centres not stated)
    -6	5	-4	4	-1.3	3	2	i	6
- CC(=O)c1ccc(OCCCC(=O)NCC(c2ccco2)N(C)C)cc1 (configuration not stated)
    -6	-2	-2	4	-0.5	1	-3	i	-4
- CC1(C)C(=O)Nc2ccccc2N1C(=O)COc1ccc(S(=O)(=O)N2CCOCC2)cc1Cl
    -4	7	-5	0	-0.7	0	-1	i	-20
- COc1ccc(NCc2nnc(SCC(=O)Nc3nc(-c4ccccc4)cs3)n2-c2ccccc2)cc1
    -2	-1	-1	-2	0.5	1	-1	i	3
- COCc1c(C)cc(C)c(/C=N/O)c1C
    -5	-9	-2	-1	0.0	1	6	i	-3
- O=C(CN1C(=O)NC2(CCc3ccccc32)C1=O)Nc1ccccc1OC(F)F (configuration not stated)
    -1	-13	0	0	-0.5	2	-1	i	6
- COc1ccc(NC(=O)c2cccc3c2C(=O)c2ccc(-c4ccc(F)cc4OCc4ccccc4)cc2S3(=O)=O)cc1
    6	4	-3	-6	0.6	3	-4	i	-7
- COc1ccc(-c2nnn(CC(=O)N(CCCO)C(C(=O)NC3CCCC3)c3ccncc3)n2)cc1 (configuration not stated)
    1	1	-1	7	0.8	3	17	i	-11
- Cc1ccc(N2C(=O)NC(NS(=O)(=O)c3ccc(C)cc3)(C(F)(F)F)C2=O)cc1 (configuration not stated)
    -6	10	-3	-2	0.9	-2	2	i	-4
- CCc1ccc2[nH]c(=O)c(CN(Cc3ccccc3OC)C(=O)Nc3ccccc3OC)cc2c1
    13	0	-9	1	-0.8	4	3	i	-5
- Cn1c(=O)c2[nH]c(=S)n(Cc3ccccc3)c2n(C)c1=O
    -7	-8	-1	-1	1.4	4	0	i	12
- CCCCc1cc(=O)oc2cc(OCC(=O)N3CCOCC3)ccc12
    -3	-3	-9	5	1.7	-1	1	i	-2
- CC(C)CNS(=O)(=O)c1ccc(S(=O)(=O)N2CCC3(CC2)OCCO3)cc1
    -6	4	-5	-3	-1.1	-1	23	i	6
- CCc1cc(C(=O)N2CCN(c3ccccc3OC)CC2)sc1C
    6	2	-2	3	-0.2	2	1	i	4
- Cc1cc(N2CCN(c3ccccn3)CC2)n2nc(C)nc2n1
    -4	-9	-9	1	-0.2	-3	3	i	-6
- C=C1CCN([C@@H](Cc2ccccc2)C(=O)NCCCc2ccccc2)S(=O)(=O)c2ccccc21
    30	14	-5	1	0.2	6	-21	i	9
- COC(=O)c1cc(OC)c(OC)cc1NC(=O)CN1C(=O)c2ccccc2C1=O
    2	8	-4	0	0.2	-3	0	i	-4
- COC(CNC(=S)Nc1ccc([N+](=O)[O-])cc1)OC
    -10	5	-9	-11	1.2	-2	5	i	21
- O=C(CN1CCN(c2ccccc2F)CC1)c1ccc(O)c(O)c1
    -2	-1	-4	2	2.7	0	-9	i	-3
- CCOc1ncccc1C(=O)OCC(=O)c1c[nH]c2ccccc12
    -5	-14	-7	3	0.6	4	-1	i	7
- CC(C)CCN1CCN(Cc2nc3ccccc3s2)CC1CCO (configuration not stated)
    -9	4	-3	4	-0.7	-3	-2	i	5
- O=C(CSc1nc2c(cnn2-c2ccccc2)c(=O)[nH]1)N1CCOCC1
    -11	9	-4	-2	1.5	6	1	i	-3
- O=C(NC1CCCCC1)C(c1cccs1)N(CCCN1CCOCC1)C(=O)c1ccc(-c2ccccc2)[nH]1 (configuration not stated)
    15	2	-1	-4	1.6	0	-4	i	-12
- CCC1C(=O)NCCN1C(=O)c1cc(COc2cc(C)ccc2C)on1 (configuration not stated)
    -8	-6	-2	-1	0.0	5	-3	i	-6
- O=C1C2CCCN2C(c2ccc(Cl)cc2)N1c1nccs1 (configuration not stated)
    0	-6	0	4	-1.3	1	2	i	6
- CC(O)(c1cccc(F)c1)c1nc(-c2csc3ccccc23)cs1 (configuration not stated)
    27	7	-1	4	-0.4	-5	-1	i	4
- O=C(Nc1ccccc1C(F)(F)F)c1cnccn1
    -1	6	-7	6	-0.7	-2	2	i	2
- CCSc1nnc(-c2ccc(S(=O)(=O)NCc3cccs3)cc2)o1
    10	-5	0	0	x	4	-1	i	-3
- CCn1c(SCC(=O)NC2CC2)nnc1-c1cccc(OC)c1
    -8	-4	-8	-2	-0.8	0	-2	i	-3
- COc1ccc(C(=O)NCC(=O)NC2=NCCS2)cc1
    -4	-2	2	-3	0.6	1	1	i	8

# Some of these compounds in order of the E coli Lon inh value, rising.
SMILES	E coli Lon inh	MsrA act	CSN inh	MsrA inh	Rin1 Abl inh	MT1-MMP act inh	Rpn11 block	MLLE-PAM2 inh
COCc1c(C)cc(C)c(/C=N/O)c1C	-9	-2	-1	0.0	1	6	i	-3
O=C1C2CCCN2C(c2ccc(Cl)cc2)N1c1nccs1 (configuration not stated)	-6	0	4	-1.3	1	2	i	6
O=C(CN1CCN(c2ccccc2F)CC1)c1ccc(O)c(O)c1	-1	-4	2	2.7	0	-9	i	-3

# (list continues)
# Values in the order – FAS-TE inh	E coli Lon inh	MsrA act	CSN inh	MsrA inh	Rin1 Abl inh	MT1-MMP act inh	Rpn11 block	MLLE-PAM2 inh
- CCC(C)NC(=O)Nc1ccccc1C (configuration not stated)
    -4	1	0	0	1.4	-1	1	i	0
- O=C(O)c1cccc(-c2csc(C(O)c3ccccc3)n2)c1 (configuration not stated)
    -3	-5	-4	0	-0.3	-1	-3	i	5
- COCC(C)n1c(SCC(=O)N2CCCCC2)nc2ccccc2c1=O (configuration not stated)
    -4	-8	-9	2	-0.7	2	-5	i	-2
- CC(C)Nc1nc(Cl)nc(Nc2ccccc2)n1
    -1	-7	0	-2	-1.0	1	-4	i	-7
- Cc1n[nH]c(=O)c2c(NC(=O)CSc3ncccn3)oc(C)c12
    -4	-1	-6	-9	-0.1	0	0	i	12
- COc1ccc([N+](=O)[O-])cc1/C=N/Nc1nc(N2CCCCC2)nc(N2CCCCC2)n1
    46	-2	-1	-13	-1.1	3	6	i	-5
- O=C(/C=C/c1cccc(F)c1)OCC(=O)N1CCCc2ccccc21
    12	-9	2	-5	-0.2	-1	0	i	-1
- Cc1sc2nc3n(c(=O)c2c1C)CCCS3
    -3	7	-3	2	1.6	0	0	i	4
- Cn1cccc1-c1nc2ccc([N+](=O)[O-])cc2[nH]1
    6	-6	-5	4	0.0	-3	5	i	-23
- Cn1c(=O)oc2cc(S(=O)(=O)NCc3ccccc3)ccc21
    -3	-9	-10	2	-1.7	0	3	i	0
- CCOC(=O)/C(=C/c1ccco1)NC(=O)c1ccc(Br)o1
    -7	-7	-5	-1	1.6	0	-4	i	5
- CCOC(=O)C(O)(CC(=O)Nc1ccc(Cl)cc1Cl)C(F)(F)F (configuration not stated)
    -1	-1	-1	2	-0.1	3	3	i	1
